# Screening results (PubChem BioAssay)
# Pf apPOL block – Pf-apPOL inhibitors, biochemical, fluorescence; Recombinant Pf-apPOL, molecular beacon fluorescence, 1.5 h; inhibition, % at 10 µM; AID 1794808, 2022; hit rate 0.25% among 210,000
# mHTT-CaM PPI inh – mutant huntingtin-calmodulin interaction inhibitors – biochemical, AlphaScreen, primary screen. P42858. AlphaScreen His-mHTT/GST-CaM binding, luminescence. inhibition, % at 15 µM. hit rate 3.6% among 190,000;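 further: 0% = both proteins with DMSO and 100% = one protein alone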
# An asterisk follows results filed as active; i = inactive; . = not tested or not shown; & = joins results of further samples. No stated cut-off is given here; in the data, active means inhibition above about 50%; inactive means the rest.
# The opening 3 entries as a preview:
# Results follow in this order: mHTT-CaM PPI inh	Pf apPOL block
1: Cc1ccc(/C=C2N=C(/C=C/c3ccc(Cl)cc3)OC\2=O)cc1
→ 7	1
2: Nc1ccc2oc(-c3ccccc3Cl)cc(=O)c2c1O
→ 15	-2
3: CC(C)Cn1c(=O)c(N2CCC(NC(=O)NCc3ccccc3)CC2)nc2ccccc21
→ 9	-2

# The listing (from the top)
# Results follow in this order: mHTT-CaM PPI inh	Pf apPOL block
1: Cc1ccc(/C=C2N=C(/C=C/c3ccc(Cl)cc3)OC\2=O)cc1
→ 7	1
2: Nc1ccc2oc(-c3ccccc3Cl)cc(=O)c2c1O
→ 15	-2
3: CC(C)Cn1c(=O)c(N2CCC(NC(=O)NCc3ccccc3)CC2)nc2ccccc21
→ 9	-2
4: O=C(Cn1cc([N+](=O)[O-])nc1[N+](=O)[O-])N1CCN(c2ccccc2)CC1
→ -3	-5
5: O=C(Nc1cc(-c2ccsc2)no1)c1ccc(Cl)cc1
→ -19	1
6: O=C1C2SCCN2C(=S)N1c1cccc(C(F)(F)F)c1 (centres undefined)
→ .	13
7: Cc1c(Br)c([N+](=O)[O-])nn1CC(=O)NCc1cccs1
→ -7&-6	-2&-5
8: Cc1cc(C)c(S(=O)(=O)Cc2nc(-c3ccccc3)no2)cc1C
→ -29	0
9: O=C(Nc1cccc(Cl)c1)NC1CC(=O)N(C2CC2)C1 (centres undefined)
→ -14	-5
10: O=C(Nc1ccccc1[N+](=O)[O-])C(=O)N1CCN(Cc2ccc3c(c2)OCO3)CC1
→ 17	-7
11: NC(=O)c1cc2cc([N+](=O)[O-])ccc2oc1=Nc1ccccc1F
→ 3	3
12: CCCC(C)NC(=O)c1cc(-c2ccc3c(c2)OCO3)on1 (centres undefined)
→ -12	-6
13: O=C(NCc1ccccc1)OCCN1CCN(Cc2ccccc2)CCC1=O
→ -1&7	-5&-3
14: O=Cc1c(N2CCN(CCO)CC2)nc2ccccn2c1=O
→ 2	-5
15: COc1ccc(-c2c(C)nn(C)c2N)cc1OC
→ 5	-12
16: CCc1ccc(NC(=O)N2CCC(c3nc(C(=O)N(C)C)c(C)o3)CC2)cc1
→ -3	-4
17: COc1ccc(OC)c(N2C(N)=C(C#N)C(c3ccc4c(c3)OCO4)C3=C2CC(C)(C)CC3=O)c1 (centres undefined)
→ 21	-1
18: O=C(NCCC1CCN(C(=O)c2ccc(F)cc2)CC1)c1cc(-c2ccc(F)cc2)on1
→ 8	-1
19: Cc1oc2cc(OCC(=O)OCc3ccccc3)ccc2c(=O)c1Oc1ccccc1
→ -2	-6
20: CCc1c(C)sc(NC(=O)COc2ccc(Cl)cc2)c1C(N)=O
→ -3	-3
21: O=C(c1cccn2c(=O)c3ccc(Cl)cc3nc12)N1CCc2ccccc2C1
→ 21	-2
22: Cn1ncc(Br)c1C(=O)N1CCCC1c1cccc(F)c1 (centres undefined)
→ 9	-3
23: CC(C)c1ccc(NC(=O)c2noc3c2CCCC3)cc1
→ -15	-2
24: C=CCNC(=O)C1CC(c2ccc(CC)cc2)CN(C(C)=O)C1 (centres undefined)
→ 3	-10
25: c1ccc(COc2ccc(CCC3OCCO3)cc2)cc1
→ .	-11
26: COc1ccccc1N(CC(=O)Nc1ccccc1C(N)=O)S(=O)(=O)c1ccccc1
→ 6	-4
27: CC(C)(Oc1ccc(Cl)cc1)C(=O)Nc1ccc2c(c1)OCCO2
→ -13	-2
28: Cc1cc(I)ccc1NC(=O)c1cccc(CSc2ncccn2)c1
→ 1	-3
29: CCc1ccc(-n2c(CN3CCN(C(=O)NC(C)(C)C)CC3)nc3cccnc32)cc1
→ 19	-5
30: O=C(c1ccc(SCc2cccnc2)c([N+](=O)[O-])c1)N1CCCC1
→ 4	-7
31: Cc1ccc(Oc2cccc(C(=O)NCc3ccc(F)cc3)c2)nn1
→ -11	-12
32: CC(C)c1oc2cc(O)ccc2c(=O)c1-c1nc2ccccc2n1C
→ -4	-2
33: CCC(C)(C(=O)NC1CCCC1)N(C(=O)CNC(C)=O)c1ccccc1 (centres undefined)
→ 3	2
34: CC(C)NC(=O)Cn1c(=O)n(C2CCCC2)c2ncccc21
→ -2	-1
35: Cc1ccc(N2C(=O)CSC2c2ccccc2Br)cc1 (centres undefined)
→ -18	0
36: Cc1ccc(S(=O)(=O)C(CNC(=O)C(=O)NCc2ccco2)c2cccs2)cc1 (centres undefined)
→ 0	-1
37: O=C(Nc1ncc2c(n1)CC(c1ccccc1Cl)CC2=O)c1ccccc1 (centres undefined)
→ 6	4
38: Nc1ncnc(N(c2ccccc2)C2CCCCC2)c1[N+](=O)[O-]
→ 1	-6
39: Nc1cc(-c2ccccc2)c2ccccc2n1
→ -9	.
40: COc1ccc([N+](=O)[O-])cc1NC(=O)C1CCCNC1=O (centres undefined)
→ -4	-1
41: CC(C)C(=O)N1CCCc2ccc(NC(=O)C34CC5CC(CC(C5)C3)C4)cc21
→ 1	-14
42: CN1CCC(N2CCN(C(=O)c3ccc(-c4cccs4)nc3)CC2)CC1
→ -7	2
43: CN1C(=O)CC(C(=O)Nc2ccc(Br)cc2)SC1=Nc1cccc(F)c1 (centres undefined)
→ 12	3
44: CC(C)C(NC(=O)c1ccccc1NC(=O)c1ccccc1)C(=O)NC(C)(C)C (centres undefined)
→ 2	-11
45: CC(C)c1cc(C2CCCN2C(=O)CCc2ccccc2)on1 (centres undefined)
→ -9	0
46: N#CC(C(N)=O)=C1SC(Cc2cccc([N+](=O)[O-])c2)C(=O)N1c1ccccc1 (centres undefined)
→ 0	-3
47: C=CCc1cc(OC)ccc1OCCNCCN
→ 5	-6
48: Cc1nnc2ccc(-c3noc(CCc4ccccc4)n3)cn12
→ -3	3
49: O=C(c1cc2ccccc2[nH]1)N1CCCn2nc(-c3cccs3)cc2C1
→ 18	-6
50: COc1ccc(CCNC(=O)CCS(=O)(=O)Cc2ccccc2F)cc1OC
→ -1	4
51: COc1ccccc1N1CCN(C2CC(=O)N(c3ccc(C)cc3)C2=O)CC1 (centres undefined)
→ 4	4
52: C=C1CC(OC(=O)C(C)(O)CCl)C2C(=C)C(=O)OC2C2C1CC(O)C2(O)CCl (centres undefined)
→ .	-11
53: O=C(COc1cc2oc(=O)c3c(c2cc1Cl)CCC3)OCc1ccccc1
→ -8	2
54: COc1cc(/C=C2/SC(=N)NC2=O)ccc1OCc1ccc(C)cc1
→ 59*	3
55: O=C1OC(c2ccco2)=N/C1=C/c1ccc(F)cc1
→ 20	0
56: O=C(Nc1ccccc1-c1ccccc1NC(=O)c1ccccc1)c1ccccc1
→ -1	-5
57: COc1ccc(-c2nc3ccccc3c(=O)o2)cc1OC
→ 8	3
58: Nc1c(C(=O)NCc2cccs2)nnn1CC(=O)Nc1cccc(Cl)c1
→ 1	-8
59: Cc1ccc(CC(=O)Nc2nnc3ccccn23)cc1
→ 8	-2
60: CCCN1CCN(C(=O)C2CCc3sc(C(=O)N4CCCCCC4)cc3C2)CC1 (centres undefined)
→ 10	-2

# Next part
# Results follow in this order: mHTT-CaM PPI inh	Pf apPOL block
61: CCN1N=C(C(=O)N2CCC(C)CC2)S(=O)(=O)c2ccccc21
→ -11	1
62: CCCC(C)NC(=O)c1ccc(C)cc1 (centres undefined)
→ -1	-7
63: COc1cc([N+](=O)[O-])cc2c1NC(c1ccc(Br)cc1)C1CC=CC21 (centres undefined)
→ 33	-1
64: CC(C)NC(=O)c1ccc(OCC2CCCN(C(=O)c3ccccc3F)C2)cc1 (centres undefined)
→ -1	-1
65: N/C(=N\OC(=O)c1ccccc1[N+](=O)[O-])c1cccnc1
→ i	-4
66: CCN(CC)c1ccc(NS(=O)(=O)c2ccc3c(c2)CCN3C(=O)C2CC2)c(C)c1
→ 38	6
67: O=c1oc2ccc(Cl)cc2cc1-c1nnc(-c2cccc(Cl)c2)o1
→ 1	-1
68: Cc1ccccc1Cn1nc(C)c(NC(=O)CCCn2nc(C)c([N+](=O)[O-])c2C)c1C
→ 10	2
69: Cc1cc(C)cc(C(=O)Nc2c3c(nn2-c2ccc(F)cc2)CSC3)c1
→ 38	-6
70: COc1ccc(C2CC(=O)Oc3c(C(C)C)ccc(C)c32)cc1 (centres undefined)
→ -36	-7
71: O=C(O)COc1ccc2c(c1)OC(=Cc1ccc(Cl)cc1)C2=O
→ 5	13
72: O=C(NC(N1CCCCC1)C(Cl)(Cl)Cl)c1ccc(Br)cc1 (centres undefined)
→ -8	-5
73: Cc1ccc(NC(=O)CN(c2ccc(Cl)cc2)S(C)(=O)=O)cc1
→ -11	4
74: COC(=O)c1cccc(NC(=O)C2CN(S(C)(=O)=O)CC23CCCCC3)c1 (centres undefined)
→ 21	2
75: CC(=O)N1CCCC(COc2cccc(C(=O)N3CCCCC3)c2)C1 (centres undefined)
→ -3	-1

# In another format: four of the compounds above
No.	SMILES	mHTT-CaM PPI inh	Pf apPOL block
63	COc1cc([N+](=O)[O-])cc2c1NC(c1ccc(Br)cc1)C1CC=CC21 (centres undefined)	33	-1
64	CC(C)NC(=O)c1ccc(OCC2CCCN(C(=O)c3ccccc3F)C2)cc1 (centres undefined)	-1	-1
65	N/C(=N\OC(=O)c1ccccc1[N+](=O)[O-])c1cccnc1	i	-4
66	CCN(CC)c1ccc(NS(=O)(=O)c2ccc3c(c2)CCN3C(=O)C2CC2)c(C)c1	38	6

# Compounds from the list above that contain an aryl thioether with sulfur outside any ring, in the order listed:
# Results follow in this order: mHTT-CaM PPI inh	Pf apPOL block
28: Cc1cc(I)ccc1NC(=O)c1cccc(CSc2ncccn2)c1
→ 1	-3
30: O=C(c1ccc(SCc2cccnc2)c([N+](=O)[O-])c1)N1CCCC1
→ 4	-7

# (next part)
# Results follow in this order: mHTT-CaM PPI inh	Pf apPOL block
76: O=S1(=O)c2cccc(Cl)c2OC[C@H](c2ccccc2)N1Cc1cccc(F)c1
→ -14	-3
77: C/C=C(\C)CN1CCN(c2ccc([N+](=O)[O-])cc2)CC1
→ 14	-7
78: CCOc1ccc(-c2[nH]nc3c2C(c2ccc(Cl)cc2)C(C#N)=C(N)O3)cc1OC (centres undefined)
→ 15	-8
79: O=C(Nc1ccc(N2CCOCC2)c(C(=O)O)c1)c1ccccc1
→ .	-12
80: Cc1ccc(S(=O)(=O)N2CC(C)C(c3nc(-c4cccnc4)no3)C2)cc1 (centres undefined)
→ 1	-12
81: CCOC(=O)c1c(C)csc1NC(=O)Nc1c(-c2c(Cl)cccc2Cl)noc1C
→ .	5
82: CC(=O)Nc1ccc2nc(-c3ccc(-c4nc5ccc(NC(C)=O)cc5[nH]4)cc3)[nH]c2c1
→ .	35
83: COc1ccc(C(=O)Nc2ccccc2C(F)(F)F)cc1OC
→ 5	-3
84: O=C(CCC1CCCN(c2cc(NC3CC3)ncn2)C1)NCc1ccccc1Cl (centres undefined)
→ 3	-3
85: Cc1cc2c(NS(=O)(=O)c3cn(C)cn3)cccc2nn1
→ .	2
86: CC(=O)NCCc1csc(C2CCN(C(=O)c3cccs3)CC2)n1
→ 5	0
87: O=C1N(CN2CCN(c3cccc(Cl)c3)CC2)c2ccccc2C12OCCCO2
→ -8	-9
88: NC(=O)C1CCN(c2nc(-c3ccc(Cl)cc3Cl)cs2)CC1
→ 1	-10
89: CCOc1ccc(CNC(=O)C2Cc3ccccc3CN2S(C)(=O)=O)cc1OC (centres undefined)
→ 5	-5
90: CCOC(=O)c1oc2cc(OC(=O)c3ccc(OC)cc3)ccc2c(=O)c1-c1ccccc1OC
→ 7	-3
91: COc1ccc(C=C2SC(=S)N(CCC(=O)O)C2=O)c(OC)c1
→ 8	-6
92: CCN(CC)CCCNC(=O)C=CC(=O)O
→ .	-7
93: CCNC(=O)NC1CCN(c2cc(C)cc(C)c2)C1=O (centres undefined)
→ -13	2
94: O=C(NCC1CCCO1)C(=O)Nc1ccc(F)cc1 (centres undefined)
→ -3	-6
95: CCOc1cc(C(=O)Nc2ccc([N+](=O)[O-])cc2C)cc(OCC)c1OCC
→ 4	3
96: Cc1ccc(C2=NN(C(=O)CN3CCOCC3)C(c3ccccc3F)C2)cc1 (centres undefined)
→ 40	-6
97: COc1ccc(S(=O)(=O)n2cnc3ccccc32)cc1
→ -1	-4

# Hits appear at their usual frequency. Share with any hit: about 3.6%.
